All columns: NCI-60 one-dose screen, growth in % after 48 h at 10 µM unless noted; 100 = growth as untreated, 0 = no growth, -100 = all killed.
RPMI-8226 = RPMI-8226 leukemia cells | 77,000 compounds, 7.5% hits | AID 1794781
MDA-MB-231 = MDA-MB-231 breast cancer; 81,000 compounds, 5% hits
MDA-MB-468 = MDA-MB-468 breast cancer; 78,000 compounds, 8.5% hits; AID 2202374
SR = SR leukemia cells; 73,000 compounds, 8.7% hits
K-562 = K-562 leukemia; 78,000 compounds, 7.4% hits
CCRF-CEM = CCRF-CEM leukemia | 77,000 compounds, 7% hits | AID 1794778
MDA-MB-435 = MDA-MB-435 melanoma. 82,000 compounds, 7.8% hits
MOLT-4 = MOLT-4 leukemia cells; 80,000 compounds, 6.9% hits; AID 1794779
An asterisk follows results filed as active; x = no result given. How the source made its calls: active means growth percent below 10; inactive means the rest. The order is random; 16% or so of the library scored in one or more.

SMILES | RPMI-8226 | MDA-MB-231 | MDA-MB-468 | SR | K-562 | CCRF-CEM | MDA-MB-435 | MOLT-4
COc1ccc2cc(C(C)C(=O)Nc3ccc(-c4nnc(C5CCCCC5)s4)cc3)ccc2c1 (configuration not stated) | 98 | 89 | 128 | x | 121 | 103 | 112 | 106
CCNC(=O)C(=O)[C@H](Cc1ccccc1)NC(=O)c1[nH]c2ccccc2c(=O)c1C | 84 | 99 | 88 | x | 78 | 94 | 100 | 97
Cc1ccc(Nc2ncnc3c2sc2ncccc23)cc1 | 105 | 103 | 93 | x | 54 | 116 | 108 | 51
COC(=O)c1nc(-c2ccccc2)oc1S(=O)(=O)N1CCN(c2ccc(OC)cc2)CC1 | 37 | 76 | 23 | -1.4* | 20 | -12* | 77 | 25
CC1=CC(C)(C)NC(=S)N1c1ccc([N+](=O)[O-])cc1 | 108 | 96 | 96 | 94 | 90 | 101 | 99 | 99
CCCS(=O)(=O)Nc1cc(-c2cc(-c3ccc(N4CCNCC4)cc3)cnc2N)cc(F)c1OC | 102 | 114 | 123 | 90 | 61 | 98 | 112 | 80
Oc1cccc(N2CCN(c3cccc(O)c3)CC2)c1 | 90 | 100 | 116 | 82 | 101 | 91 | 113 | 80
CC1=C[C@H]2C[C@H](C)[C@H]3CC[C@H](C)C4=C3[C@@](O)(OC4=O)[C@@]2(C)C1 | 85 | 109 | 113 | 97 | 97 | 85 | 102 | 97
Cc1ccc2nc(NC(=O)CSc3nc(-c4ccccc4)c(C#N)c4nc5ccccc5c(=O)n34)sc2c1 | 82 | 101 | 99 | 69 | 87 | x | 106 | 99
Cc1cc(C(=O)Nc2cccc(-n3cc(-c4ccncc4)c(-c4ccc(Cl)c(O)c4)n3)c2)ccc1Br | 92 | 70 | 93 | x | 91 | 87 | 93 | 76
c1c(-c2cc(C3CC3)[nH]n2)n[nH]c1C1CC1 | 105 | x | 95 | x | 71 | 67 | 109 | 95
COc1ccccc1C(C[N+](=O)[O-])c1c(C)[nH]c2ccccc12 (configuration not stated) | 91 | 90 | 96 | 99 | 92 | 100 | 99 | 91
COC(=O)C(c1ccccc1)C(Br)C(=O)c1ccccc1 (configuration not stated) | 97 | 104 | 90 | 91 | 90 | 95 | 103 | 79
Oc1cccc(-c2nc(-c3nn(CN4CCCCC4)c(=S)o3)cc3c2[nH]c2ccccc23)c1 | 101 | 95 | 95 | 87 | 94 | 91 | 112 | 92
COc1ccc(/C=N/NC(=O)c2[nH]c3ccc(Br)cc3c2-c2ccccc2)s1 | 7.5* | 3.9* | -24* | 5.6* | 11 | 10.0* | -21* | 10
CC(Oc1ccc(C(C)(C)C)cc1)C(=O)O (configuration not stated) | 112 | 106 | 137 | 121 | 146 | 104 | 103 | 134
O=C(Nc1ccc(Nc2ccccc2)cc1)Nc1ccccc1Cl | 73 | 94 | 112 | 33 | 84 | 54 | 89 | 77
NC1CCN(Cc2ccccc2)CC1 | 92 | 111 | 109 | x | 106 | 93 | 116 | 97
Cc1cc(N2CCCCC2)nc(N2CCN(CC(=O)Nc3ccc4c(ccn4C)c3)CC2)n1 | 95 | 93 | 93 | 100 | 86 | 103 | 98 | 90
C=CCn1c(-c2ccc(/C=C/c3ccc(-c4nc5ccccc5[nH]4)cc3)cc2)nc2ccccc21 | 90 | 89 | 90 | 22 | 77 | 77 | 105 | 89
COc1ccc(/C=C/C(=O)Nc2ccc3oc(=O)ccc3c2)cc1 | 95 | 105 | 97 | 106 | 98 | 100 | 101 | 99
Nc1ncn([C@@H]2O[C@H](CO)[C@@H](O)C2(F)F)c(=O)n1 | 39 | 80 | 71 | 15 | 66 | 24 | 53 | 36
Cc1ccccc1NC(=O)N(O)C1(C#N)CCCCC1 | 151 | 106 | 112 | x | x | 111 | 91 | 112
Nc1cccc2c(O)cccc12 | 90 | x | 93 | x | 86 | 89 | 100 | x
Cc1cc(=O)oc2cc(OCCn3c(C)nn(-c4ccc(Cl)cc4)c3=O)ccc12 | 31 | 47 | 16 | 21 | 16 | 13 | -39* | 38

Quoted at random: 7 records from the list.
SMILES | RPMI-8226 | MDA-MB-231 | MDA-MB-468 | SR | K-562 | CCRF-CEM | MDA-MB-435 | MOLT-4
Nc1ncn([C@@H]2O[C@H](CO)[C@@H](O)C2(F)F)c(=O)n1 | 39 | 80 | 71 | 15 | 66 | 24 | 53 | 36
COc1ccc2cc(C(C)C(=O)Nc3ccc(-c4nnc(C5CCCCC5)s4)cc3)ccc2c1 (configuration not stated) | 98 | 89 | 128 | x | 121 | 103 | 112 | 106
COC(=O)c1nc(-c2ccccc2)oc1S(=O)(=O)N1CCN(c2ccc(OC)cc2)CC1 | 37 | 76 | 23 | -1.4* | 20 | -12* | 77 | 25
O=C(Nc1ccc(Nc2ccccc2)cc1)Nc1ccccc1Cl | 73 | 94 | 112 | 33 | 84 | 54 | 89 | 77
Oc1cccc(N2CCN(c3cccc(O)c3)CC2)c1 | 90 | 100 | 116 | 82 | 101 | 91 | 113 | 80
Nc1cccc2c(O)cccc12 | 90 | x | 93 | x | 86 | 89 | 100 | x
CC(Oc1ccc(C(C)(C)C)cc1)C(=O)O (configuration not stated) | 112 | 106 | 137 | 121 | 146 | 104 | 103 | 134

Compounds above that contain fluorine, in the order listed:
SMILES | RPMI-8226 | MDA-MB-231 | MDA-MB-468 | SR | K-562 | CCRF-CEM | MDA-MB-435 | MOLT-4
CCCS(=O)(=O)Nc1cc(-c2cc(-c3ccc(N4CCNCC4)cc3)cnc2N)cc(F)c1OC | 102 | 114 | 123 | 90 | 61 | 98 | 112 | 80
Nc1ncn([C@@H]2O[C@H](CO)[C@@H](O)C2(F)F)c(=O)n1 | 39 | 80 | 71 | 15 | 66 | 24 | 53 | 36

Further records:
SMILES | RPMI-8226 | MDA-MB-231 | MDA-MB-468 | SR | K-562 | CCRF-CEM | MDA-MB-435 | MOLT-4
COc1cc(Cc2ccc(O)c(OC)c2)ccc1O | 92 | 103 | 98 | 95 | 100 | 97 | 104 | 77
COC1C/C(=N\OC(C)=O)C2OC(c3ccccc3)OCC2O1 (configuration not stated) | 102 | 107 | 106 | 93 | 112 | 107 | 99 | 86
COc1ccc2c(c1)CC[C@@H]1[C@@H]2CC[C@]2(C)C=CC[C@@H]12 | 92 | 118 | 115 | 110 | 111 | 75 | 103 | 111
O/N=C\c1ccc(Cl)cc1 | 104 | 93 | 113 | 72 | 85 | 109 | 103 | 68
Cc1ccc(-c2nn(-c3ccccc3)cc2/C=C/C(=O)c2cc3ccccc3oc2=O)cc1 | 99 | 93 | 91 | 69 | 80 | 82 | 88 | 81
Clc1ccc(/C=N/c2nnc(-c3ccc(Cl)cc3)o2)cc1 | 97 | 98 | 111 | 95 | 92 | 94 | 96 | 100
O=[N+]([O-])c1ccc(Br)c(Br)c1 | 113 | 116 | 92 | 143 | 125 | 113 | 109 | 142
O=C(CSc1nccc(Nc2ccc(N3CCOCC3)cc2)n1)c1ccc(F)cc1 | 79 | 78 | 62 | 82 | 72 | 81 | 84 | 75
O=C1CCC(Nc2ccc3cccc(O)c3n2)N1 (configuration not stated) | 102 | 109 | 122 | 89 | 96 | 98 | 109 | 99
CC(=O)Nc1cccc(OCCCOc2ccc([N+](=O)[O-])cc2)c1 | 68 | 94 | 96 | 106 | 83 | 100 | 102 | 91
Cc1oc2nc[nH]c(=O)c2c1C(=O)/C=C/c1ccc(F)cc1 | 74 | 80 | 18 | 57 | 45 | x | 72 | 101
O=C1C(Nc2ccccc2)=CC(c2ccccc2)N1c1ccccc1 (configuration not stated) | 104 | 99 | 100 | x | 102 | 103 | 100 | 103
COC(=O)CCCCCc1ccc(Cc2ccc(CCCCCC(=O)OC)cc2)cc1 | 92 | 118 | 113 | 93 | 87 | 92 | 116 | 96
CC(S)C(=O)NCC(=O)O (configuration not stated) | 117 | 96 | 97 | 92 | x | 97 | 100 | 99
CN(C=O)c1ccc(CSc2ccccc2)cc1 | 93 | 97 | 104 | 100 | 91 | 97 | 106 | 98
O=C(C=C(c1ccccc1)c1ccccc1)Oc1ccccc1 | x | 110 | 109 | 83 | 29 | 79 | 105 | 64
CCOC(=O)c1c(NC(=O)c2ccc(C(C)(C)C)cc2)sc2cc(O)ccc12 | 104 | 110 | 88 | 88 | 43 | 80 | 97 | 82
COc1ccc(Nc2ncnc3c2ncn3Cc2nnc3c4ccccc4c(Cl)nn23)cc1 | 79 | 75 | 64 | 54 | 75 | 78 | 92 | 71
Nc1cccc2cnccc12 | 107 | 79 | 103 | x | 137 | 106 | 108 | 116
O=C(Cn1nncc1CN1C(=O)CSC1=O)Nc1ccc(F)c(Cl)c1 | 103 | 101 | 104 | 94 | 107 | 100 | 99 | 109
CCCC(NC(=O)OCc1ccccc1)C(=O)O (configuration not stated) | 69 | 76 | x | 121 | 107 | 118 | 109 | 111
O=C(c1ccc(F)cc1)c1ccc(F)cc1 | 115 | 93 | 110 | 88 | 101 | 118 | 107 | 96
O=c1[nH]c(=O)n(C2OC(CO)C(O)C2O)c2c1CCCC2 (configuration not stated) | 109 | 114 | 98 | 109 | 102 | 102 | 108 | 113
CC(O)C(=O)OCCOc1ccc(Cl)cc1Cl (configuration not stated) | 104 | 101 | 98 | 90 | 91 | 100 | 107 | 93
CC(C)Sc1nc(NCCc2c[nH]c3ccccc23)c(C#N)c(-c2ccccc2)n1 | 7.3* | -17* | -4.1* | -17* | 8.9* | 8.7* | 48 | 5.2*

Filtered by structure: the entries above containing a cyano group (3)
SMILES | RPMI-8226 | MDA-MB-231 | MDA-MB-468 | SR | K-562 | CCRF-CEM | MDA-MB-435 | MOLT-4
Cc1ccc2nc(NC(=O)CSc3nc(-c4ccccc4)c(C#N)c4nc5ccccc5c(=O)n34)sc2c1 | 82 | 101 | 99 | 69 | 87 | x | 106 | 99
Cc1ccccc1NC(=O)N(O)C1(C#N)CCCCC1 | 151 | 106 | 112 | x | x | 111 | 91 | 112
CC(C)Sc1nc(NCCc2c[nH]c3ccccc23)c(C#N)c(-c2ccccc2)n1 | 7.3* | -17* | -4.1* | -17* | 8.9* | 8.7* | 48 | 5.2*

Remaining list, next part.
SMILES | RPMI-8226 | MDA-MB-231 | MDA-MB-468 | SR | K-562 | CCRF-CEM | MDA-MB-435 | MOLT-4
O=C(c1nc2ccccc2[nH]1)C1C(c2cccs2)C2CC3CCCC[C@H]3N2[C@@]12C(=O)Nc1cc(Cl)ccc12 (some centres not stated) | 43 | 66 | 61 | 49 | 45 | 65 | 64 | 38
Cc1ccc(/C=C/C(=O)c2ccc(NC(=O)CSc3nc4[nH]c(=O)n(C)c(=O)c4[nH]3)cc2)cc1 | 106 | 92 | 87 | 103 | x | 97 | 98 | 105
Cc1ccc(N2CCC(=O)NC2=S)cc1 | 107 | 104 | 104 | 104 | 102 | 113 | 102 | 82
COC(C)C(NC(=O)C1CCCN1C)C1OC(SCCOC(=O)c2ccccc2O)C(O)C(O)C1O (configuration not stated) | 106 | 100 | 92 | 105 | 103 | 100 | 98 | 105
N#C/C(=C\c1ccc(Cl)cc1)c1nc2ccccc2s1 | x | 89 | 71 | x | 90 | x | 88 | 76
O=C(N(c1ccccc1)c1ccccc1)n1ccc2nc(Cl)nc(Cl)c21 | 16 | 71 | -1.0* | 54 | 43 | 16 | 38 | 37
O=C(N/N=C\c1cc(Br)cc(Br)c1O)N/N=C/c1cc(Br)cc(Br)c1O | 19 | 72 | 58 | -18* | 23 | 3.7* | 67 | 36
Cc1ccc(-c2cc(C(=O)N3N=C(c4ccc(N)cc4)CC3c3ccc(Cl)cc3)c3ccccc3n2)cc1 (configuration not stated) | 20 | 44 | 14 | 11 | 7.7* | 13 | -62* | 25
COc1ccc([N+](=O)[O-])cc1NS(=O)(=O)c1ccc(C)cc1 | 74 | 103 | 89 | 109 | 84 | 96 | 102 | 95
CCOC(=O)/C(C)=N\Nc1cccc([N+](=O)[O-])c1 | 105 | 85 | 107 | 89 | x | 105 | 106 | 94
CN(c1ccc(C(=O)NCCSCc2ccco2)cc1)S(C)(=O)=O | 93 | 101 | 115 | 93 | 100 | 96 | 98 | 87
CC(=O)N1N=C(c2ccc(C)cc2)CC1c1ccc(Oc2ccc(Cl)cc2)cc1 (configuration not stated) | 84 | 84 | 86 | 87 | 74 | 95 | 100 | 70
CN(C)CCCSSCCCN(C)C | 97 | 113 | 101 | 95 | 91 | x | 104 | 91
COc1ccc(S(=O)(=O)n2cc(C(=O)C(=O)Nc3ccncc3)c3ccccc32)cc1 | 52 | 68 | 16 | 44 | 29 | 61 | 13 | 69
Cc1cccc(C(=O)C(O)c2cccc(C)n2)n1 (configuration not stated) | x | 97 | 100 | 73 | 100 | x | 102 | 89
CN(C(=O)/C=C/c1ccco1)c1ccccc1 | 112 | 101 | 115 | 90 | 77 | 107 | 108 | 92
CCOC(=O)c1cnn2c(-c3ccc(Cl)cc3)nc(NCCc3ccccc3)nc12 | x | 102 | 108 | 77 | x | 93 | 106 | 68

Assay outcomes as filed in PubChem BioAssay.
